KDM4E inh: qHTS Assay for Inhibitors of Human Jumonji Domain Containing 2E (JMJD2E) | hit rate 1.6% among 230,000 | JMJD2E catalytic domain, FDH-coupled NADH fluorescence (FDH is formaldehyde dehydrogenase) | Lysine-specific demethylase 4E (Homo sapiens), B2RXH2 | Potency, µM (highest dose often 57.1 µM), for the others: top-dose activity change, negative = inhibition, usual class: inhibitors | AID 2147, 2009; active means well fitted inhibition curve with a large enough effect, not every such curve was filed as active; inconclusive means small, poorly fitted or top-dose-only effect, or another doubt; inactive means no such curve, though single readings can be large or run the other way;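 further: 0% = wells with enzyme and -100% = buffer wells without enzyme; nearly all actives have a fitted effect of over 50% in size; many of its hits are not listed in these tables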
SMN2 splice enh: qHTS Assay for Enhancers of SMN2 Splice Variant Expression. Potency, µM (highest dose often 46.1 µM), inactives show top-dose activity change, positive = activation, actives largely listed as activators. hit rate 2.8% among 210,000. HEK293 SMN2-luciferase splicing reporter, luminescence, 30-36 h. AID 1458, 2008; further: % of control where 0% means no effect; nearly all actives have a fitted effect of over 55% in size
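qHTS luciferase splicing reporter: luminescence rises when SMN2 exon 7 is included in transfected HEK293 cells. Compound exposure lasted 30-36 h at 37C, with 4.5 mM final sodium butyrate as control, followed by a ONE-Glo read.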
TexasRed fluor: Total Fluorescence Counterscreen for Inhibitors of the Interaction of Thyroid Hormone Receptor and Steroid Receptor Coregulator 2. TRb/SRC2 Texas Red total fluorescence interference. Potency, µM (titrated, usually from 106 µM), for inactives: top-dose fluorescence change, negative = quenching. hit rate 0.29% among 280,000; active means well fitted curve in either direction with a large enough effect; inconclusive means small, poorly fitted or top-dose-only effect; further: on the % scale 0 is the no-effect control and ±100 the full control effect
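Flags fluorescent or light-absorbing compounds by total fluorescence, S + 2P, at 555 nm excitation and 632 nm emission. Mixture: 20 nM Texas Red SRC2 peptide, 0.6 uM human TRb LBD, 1 uM T3, 5% DMSO; compound exposure 5 h at ambient temperature.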
RECQ1 helicase: qHTS Assay for Inhibitors of RecQ-Like Dna Helicase 1 (RECQ1); ATP-dependent DNA helicase Q1 (Homo sapiens), P46063; RECQ1 DNA unwinding, red fluorescence kinetic read; Potency, µM (highest dose often 57.3 µM), inactives show at the highest dose activity, negative = inhibition, hits mostly inhibitors; hit rate 0.54% among 240,000;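 further: plate controls were vehicle for no effect and no enzyme for full effect; nearly all actives have a fitted effect of over 30% in size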
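RECQ1T1 50 nM; forked duplex (20 bp + 30-nt ss tails) 200 nM, ATP 2 mM final; pH 8.0, 2 mM MgCl2, 2.5 ug/ml poly(dI-dC); 15 min compound preincubation; discontinuous kinetic read over 2 h at RT.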
ALDH1A1 inh: qHTS Assay for Inhibitors of Aldehyde Dehydrogenase 1 (ALDH1A1); Potency, µM (series often up to 75.3 µM), inactives show top-dose activity, negative = inhibition, actives largely listed as inhibitors; hit rate 7.3% among 220,000; Aldehyde dehydrogenase 1A1 (Homo sapiens), P00352; Purified ALDH1A1, NADH fluorescence, propionaldehyde substrate; active means well fitted inhibition curve with a large enough effect, not every such curve was filed as active; inconclusive means small, poorly fitted or top-dose-only effect, or another doubt; inactive means no such curve, though single readings can be large or run the other way;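 further: plate controls were no enzyme wells and a reference inhibitor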
Target sequence (P00352 whole entry, looked up): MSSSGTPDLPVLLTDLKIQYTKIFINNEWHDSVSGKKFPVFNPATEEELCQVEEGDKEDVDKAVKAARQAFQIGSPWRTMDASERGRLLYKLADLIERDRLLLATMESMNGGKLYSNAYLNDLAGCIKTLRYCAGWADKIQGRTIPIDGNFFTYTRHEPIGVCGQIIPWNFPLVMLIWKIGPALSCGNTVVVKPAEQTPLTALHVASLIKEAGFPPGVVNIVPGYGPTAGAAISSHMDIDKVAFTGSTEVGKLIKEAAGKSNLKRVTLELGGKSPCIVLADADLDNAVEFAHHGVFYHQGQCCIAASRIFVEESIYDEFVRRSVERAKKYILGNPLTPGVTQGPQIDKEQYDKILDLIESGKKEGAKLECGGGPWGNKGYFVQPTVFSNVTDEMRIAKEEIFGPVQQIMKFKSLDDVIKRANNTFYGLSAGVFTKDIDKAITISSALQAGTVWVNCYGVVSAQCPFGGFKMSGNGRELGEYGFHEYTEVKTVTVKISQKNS
Lamin A splicing: qHTS Assay for Modulators of Lamin A Splicing; hit rate 0.01% among 200,000; HeLa LMNA splicing GFP/RFP minigene ratio, 48 h; Potency, µM (highest dose often 46.1 µM), without a hit: top-dose ratio change, negative = inhibition, usual class: inhibitors; AID 1487, 2009; active means well fitted inhibition curve with a large enough effect in the signal ratio, with a control signal flat, not every such curve was filed as active; inconclusive means small, poorly fitted or top-dose-only effect, or effect the other way, or a change in a side signal; the % refers to the signal ratio; further: on the % scale 0 is the no-effect control and ±100 the full control effect
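S3 HeLa stable clones carrying a lamin A-EGFP splicing minigene plus DsRed2 were seeded at 600 cells/well in Opti-MEM with 2% FBS, pin-dosed and incubated 48 h at 37°C. Acumen cytometry (488 nm) gave the GFP/RFP total-intensity ratio.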
RGS12 GoLoco inh: qHTS Assay for Inhibitors of RGS12 GoLoco Motif Activity (Red Fluorophore); hit rate 0.44% among 230,000; Guanine nucleotide-binding protein G(i) subunit alpha-1 (Homo sapiens), P63096; Gai1:RGS12 GoLoco peptide FP, rhodamine, 10 min; Potency, µM (highest dose often 61.6 µM), for inactives: at the highest dose activity, negative = inhibition, most hits filed as inhibitors; active means well fitted inhibition curve with a large enough effect, not every such curve was filed as active; inactive means no such curve, though single readings can be large or run the other way; further: on the % scale 0 is the no-effect control and ±100 the full control effect; nearly all actives have a fitted effect of over 30% in size; many of its hits are not listed in these tables
Target sequence (P63096 whole entry, looked up): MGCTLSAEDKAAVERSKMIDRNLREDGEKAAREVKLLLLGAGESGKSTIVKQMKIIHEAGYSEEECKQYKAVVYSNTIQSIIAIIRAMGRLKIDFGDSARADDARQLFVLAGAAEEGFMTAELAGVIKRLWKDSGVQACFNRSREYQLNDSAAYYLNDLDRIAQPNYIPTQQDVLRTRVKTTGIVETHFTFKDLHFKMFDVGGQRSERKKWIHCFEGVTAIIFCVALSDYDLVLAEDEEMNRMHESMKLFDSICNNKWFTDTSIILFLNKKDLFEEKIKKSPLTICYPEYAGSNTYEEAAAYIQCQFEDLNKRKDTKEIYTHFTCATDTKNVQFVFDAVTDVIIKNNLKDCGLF
TRb-SRC2 inh: qHTS for Inhibitors of the Interaction of Thyroid Hormone Receptor and Steroid Receptor Coregulator 2; hit rate 0.065% among 280,000; Potency, µM (highest dose often 106 µM), inactives show at the top dose activity change, negative = inhibition, most hits filed as inhibitors; AID 1469, 2008; TRbeta-SRC2 peptide binding, fluorescence polarization; receptor liganded with 1 µM T3;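 further: plate controls were bound peptide for no effect and peptide without receptor for full effect; nearly all actives have a fitted effect of over 50% in size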
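Read-out is fluorescence polarization (555 nm excitation, 632 nm emission) of a Texas Red SRC2 coactivator peptide; loss of signal reflects blocked binding to human TRb ligand-binding domain in the presence of 1 uM T3.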
Numbers without * were called inactive; i = inactive; ? = inconclusive; . = no result given; [ ] = another dose, or the depositor's remark. Unless noted, the call rests on the fitted dose curve; in most records, active means well fitted curve in the direction sought with a large enough effect; inconclusive means small, poorly fitted or top-dose-only effect, or another doubt; inactive means no such curve, though single readings can be large; an effect the other way counts as inactive or inconclusive. Potency means the concentration at half of the fitted maximal effect. An excerpt. The share of hits here may be higher or lower than overall.

Values run as follows: KDM4E inh	ALDH1A1 inh	Lamin A splicing	TexasRed fluor	RECQ1 helicase	RGS12 GoLoco inh	SMN2 splice enh	TRb-SRC2 inh
COc1ccccc1NC(=O)COc1ccc(/C=N/NS(=O)(=O)c2ccc(C)cc2)cc1
    -23%	?	0%	-1%	-2%	5%	-4%	-16%
CCN(C(=O)c1cc2cccc(OC)c2oc1=O)C1CCCCC1
    -12%	-2%	-7%	-1%	-3%	0%	-35%[inhibitor]	-14%
COc1ccccc1OCC(=O)NCCSCc1ccc(Cl)cc1
    9%	7%	?	-6%	i	-5%	-1%	1%
O=C(Nc1ccc(N2CCN(Cc3ccccc3)CC2)cc1)c1ccccc1[N+](=O)[O-]
    -3%	6%	16%[9.22 µM]	-1%	i	6%	5%	-2%
O=C1CN(CC(=O)N2CCCCC2)c2ccccc2O1
    -9%	-10%	?	0%	0%	-7%	11%	2%
Clc1nc2sccn2c1/C=N/n1cnc2ccccc21
    ?	?	-9%	2%	-1%	-2%	-5%	8%
CCN(CC)S(=O)(=O)c1ccc(NC(=O)C(C)N(c2ccc(OC)cc2)S(C)(=O)=O)cc1 (stereo not given)
    -5%	?	-10%	-2%	-11%	1%	-13%	-22%
O=C(O)CCC(=O)N1CCc2cc(S(=O)(=O)N3CCC(Cc4ccccc4)CC3)ccc21
    -8%	9%	-3%	2%	-4%	15%	-1%	-19%
CCc1ccc(NC(=O)c2noc3c2CCc2ccccc2-3)cc1
    50%[activator]	1%	-9%	-2%	i	-1%	22%	0%
COC(=O)N/N=C1/C/C(=N\NC(=O)OC)c2ccccc21
    -8%	2%	-8%[46 µM]	-5%	-1%	4%	-2%	3%

The final 2 records of the section above lead into the next.
Values run as follows: KDM4E inh	ALDH1A1 inh	Lamin A splicing	TexasRed fluor	RECQ1 helicase	RGS12 GoLoco inh	SMN2 splice enh	TRb-SRC2 inh
CCc1ccc(NC(=O)c2noc3c2CCc2ccccc2-3)cc1
    50%[activator]	1%	-9%	-2%	i	-1%	22%	0%
COC(=O)N/N=C1/C/C(=N\NC(=O)OC)c2ccccc21
    -8%	2%	-8%[46 µM]	-5%	-1%	4%	-2%	3%
CCCCSc1nc(C)cc(SCC(=O)N/N=C/c2cccc(OC)c2O)n1
    ?	5%	?	-2%	8%	10%	-107%[inhibitor]	3%
O=C(/C=C/c1ccccc1)Oc1cccc2cccnc12
    -23%	.	.	1%	i	7%	.	1%
C=C(C)CNC(=S)Nc1ccc(S(=O)(=O)Nc2cnc3ccccc3n2)cc1
    -8%	0%	19%[46 µM]	-7%	10%	1%	.	-1%
Cc1cccc(NC2=Nc3ccccc3N3C2=Nc2c(c(C)nn2-c2ccccc2)C3c2ccc(O)c(O)c2)c1 (stereo not given)
    ?	8%	4%	-5%	-11%	-3%	-4%	-5%
CCN(CC(=O)NC(C)(C)C)C(=O)CCl
    18%	2%	?	0%	-3%	10%	-9%	-5%
COc1ccc(/C=N/Nc2nc(-c3ccc(C)cc3)c(NC(C)=O)s2)cc1OC
    -16%	.	.	-3%	?	0%	.	-3%
O=C(Nc1ccncc1)c1ccc2c(c1)C(=O)N(CC1CCCO1)C2=O (stereo not given)
    -1%	5.6µM*	16%	-3%	-1%	3%	-3%	-1%
Nc1nnnn1/N=C/c1ccco1
    8%	6%	2%	0%	13%	1%	29%	13%
Cc1ccc(NC(=O)CSc2nnc(CCCCCNC(=O)OC(C)(C)C)o2)c(C)c1
    9%	-9%	-12%	3%	-3%	-4%	-25%	-1%
CCN(CCO)Cc1csc2cccc(Br)c12
    7%	16%	-6%	-2%	-9%	6%	11%	4%
COc1cc(/C=C/C(=O)OCC(=O)NCc2ccco2)ccc1OCC#N
    ?	?	.	-7%	-10%	-12%	6%	-5%
OCCC1CN(Cc2nc3c(s2)CCCC3)CCN1Cc1ccccc1 (stereo not given)
    -8%	.	.	-2%	-3%	11%	.	2%
O=C(NC1CC1)c1ccc(S(=O)(=O)NCC2CCCCC2)cc1
    3%	8%	-16%	-1%	-2%	3%	-20%	9%
O=C1CSC(c2ccco2)N1 (stereo not given)
    -7%	-11%	1%	1%	-3%	5%	-9%	-3%
CC1(C)Nc2ccccc2C(=O)N1NS(=O)(=O)c1ccccc1
    -3%	?	-15%	-1%	0%	-1%	-1%	-4%
CCc1c(C)c2cc(Cl)c(O)c(CN(CC)CC)c2oc1=O
    ?	?	0%	-1%	i	10%	13%	2%
O=C(Nc1cccc([N+](=O)[O-])c1)c1ccc2ccccc2c1O
    6%	15%	?	-2%	-10%	5%	.	-2%
CSc1ccc(CN2CCC(C(=O)NCc3ccc(C)cc3)CC2)cc1
    0%	-6%	.	-1%[53 µM]	-2%	-11%	.	1%[53 µM]
NC(=O)Nc1nc2ccccc2[nH]1
    .	4%	.	-2%	-16%	-82%	13%	6%
O=C(O)C1CCCCC1C(=O)Nc1nc(-c2ccc(Cl)s2)cs1 (stereo not given)
    9%	-132%	.	-5%	0%	73%[activator]	-6%	1%
CCCCN(CCCNC(=O)CN1C(=O)COc2ccccc21)c1ccccc1
    3%	13µM*	?	1%	-5%	-8%	-35%[inhibitor]	13%
COc1ccc(C)cc1NC(=O)CSc1nnc(CC(=O)Nc2cccc(C(F)(F)F)c2)n1C
    7%	5%	-9%	-4%	12%	4%	-7%	-7%
Cc1[nH]c2ccccc2c1C(=O)COC(=O)c1ccc2c(=O)n3c(nc2c1)CCC3
    5%	-5%	34%[46 µM]	-1%	i	19%	?	-3%
Cc1cc(O)cc(=O)n1C
    9%	6%	.	5%	i	3%	2%	1%
CCc1c(C)[nH]n(CCC#N)c1=O
    -5%	5%	-2%	-1%	-8%	-2%	-32%	-3%
CC(=O)CSc1nsc(SCC(C)=O)c1C#N
    -10%	28µM*	-7%	-9%	2%	6%	19%	-3%
CC(O)CNC(=S)Nc1ccccc1 (stereo not given)
    -3%	6%	5%[46 µM]	1%	4%	2%	.	5%
Cc1cccc(NS(=O)(=O)c2c(C)noc2C)c1
    -1%	-6%	.	1%	-4%	-10%	26%	-2%
CC(=O)c1cccc(NC(=O)Cc2ccc3c(c2)CCCC3)c1
    1%	13µM*	-4%	-2%	13%	5%	-41%[inhibitor]	-6%
Cc1ccc(S(=O)(=O)Nc2c(C)n(C)n(-c3ccccc3)c2=O)cc1C(=O)OCC(=O)N1CCCC(C)C1 (stereo not given)
    1%	-1%	10%[46 µM]	3%	i	5%	-2%	-1%
Cc1ccc(N2CC(C(=O)NC3=NCCS3)CC2=O)cc1C (stereo not given)
    -3%	-5%	0%	-2%	-5%	1%	0%	2%
Cc1ccc(S(=O)(=O)N2CCC(C(=O)N(C)C3CCS(=O)(=O)C3)CC2)cc1 (stereo not given)
    2%	7%	-2%	1%	-4%	1%	5%	-5%
Cn1c(N2CCOCC2)c(/C=N/OC(=O)c2ccc(F)cc2)c2ccccc21
    3%	-3%	?	0%	0%	1%	-70%[inhibitor]	-3%
Cc1ccc([N+](=O)[O-])cc1NC(=O)c1cccs1
    -8%	3%	-20%[46 µM]	-1%	i	5%	11%	-3%
CCn1c(C(=O)NCc2cccnc2)cc2sc(Cl)cc21
    -6%	-4%	-4%	0%	1%	4%	-58%[inhibitor]	-5%
NNC(=O)Cn1c2ccccc2c2ccccc21
    0%	-1%	.	0%	-8%	-2%	.	-5%
CC(=O)Oc1cc(OC(C)=O)c2c(=O)cc(-c3ccc(OC(C)=O)c(OC(C)=O)c3)oc2c1
    ?	-8%	.	-7%	i	2%	.	-5%
C=CCOc1c(Br)cc(CNn2nnnc2N)cc1OCC
    -4%	7%	-7%	-3%	-2%	-5%	-28%	3%
CN1CCN(C(=O)c2ccccc2N(Cc2ccccc2)S(C)(=O)=O)CC1
    -4%	8%	8%	0%	-10%	12%	0%	3%
CSc1ccccc1NC(=O)CN(C)CC(=O)Nc1ccc(N2CCOCC2)cc1
    -1%	-5%	.	-6%	0%	1%	-22%	-7%

Among those listed so far, 3 contain a cyano group:
Values run as follows: KDM4E inh	ALDH1A1 inh	Lamin A splicing	TexasRed fluor	RECQ1 helicase	RGS12 GoLoco inh	SMN2 splice enh	TRb-SRC2 inh
COc1cc(/C=C/C(=O)OCC(=O)NCc2ccco2)ccc1OCC#N
    ?	?	.	-7%	-10%	-12%	6%	-5%
CCc1c(C)[nH]n(CCC#N)c1=O
    -5%	5%	-2%	-1%	-8%	-2%	-32%	-3%
CC(=O)CSc1nsc(SCC(C)=O)c1C#N
    -10%	28µM*	-7%	-9%	2%	6%	19%	-3%
